# High-throughput results deposited in PubChem BioAssay by Sanford-Burnham Center for Chemical Genomics.
# MPTP inh: mitochondrial permeability transition pore inhibitors, primary screen, biochemical, isolated mouse mitochondria, absorbance. Ca2+ swelling absorbance, 30 min. inhibition, % at 10 µM. 360,000 compounds, 1.4% hits;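 active means inhibition of 50% or more, scaled per plate between neutral and stimulator controls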;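 further: 0% = DMSO wells given calcium and 100% = 1 mM EGTA wells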
# EBI2 block: EBI2 receptor antagonists, beta-arrestin recruitment, primary screen, cell-based, luminescence, 7a,25-OHC stimulation, uHTS. G-protein coupled receptor 183 (Homo sapiens), P32249. 7a,25-OHC stimulated. inhibition, % at 5 µM. 360,000 compounds, 0.81% hits. AID 651636, 2012; in the data active means inhibition above about 38%;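 further: enzyme fragment complementation signal reports receptor beta-arrestin coupling in cells; 0% = agonist plus DMSO wells and 100% = wells without agonist; some results beyond the cut were filed as inactive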
# Target sequence (P32249 whole entry, looked up, the tested form may be a part): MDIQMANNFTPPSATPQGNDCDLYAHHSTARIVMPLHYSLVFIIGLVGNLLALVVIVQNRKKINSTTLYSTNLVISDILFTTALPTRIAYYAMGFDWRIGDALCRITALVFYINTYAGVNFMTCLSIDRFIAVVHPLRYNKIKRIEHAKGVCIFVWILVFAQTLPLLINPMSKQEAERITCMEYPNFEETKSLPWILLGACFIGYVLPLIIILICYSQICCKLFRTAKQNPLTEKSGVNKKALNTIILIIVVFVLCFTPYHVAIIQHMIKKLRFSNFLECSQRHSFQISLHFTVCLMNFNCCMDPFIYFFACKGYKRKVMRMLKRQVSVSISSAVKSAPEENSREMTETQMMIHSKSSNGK
# CXCR6 block: CXCR6 receptor inhibitors, primary screen, cell-based, beta-arrestin, luminescence, CHO-K1 PathHunter, 1536-well; C-X-C chemokine receptor type 6 (Homo sapiens), O00574; inhibition, % at 20 µM; 360,000 compounds, 0.36% hits; in the data active means inhibition above about 34%, passing the limit was not always enough;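 further: antagonist mode with CXCL16 agonist at 10 nM final; 0% = 10 nM CXCL16 with DMSO and 100% = unstimulated wells without agonist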
# Target sequence (O00574 whole entry, looked up): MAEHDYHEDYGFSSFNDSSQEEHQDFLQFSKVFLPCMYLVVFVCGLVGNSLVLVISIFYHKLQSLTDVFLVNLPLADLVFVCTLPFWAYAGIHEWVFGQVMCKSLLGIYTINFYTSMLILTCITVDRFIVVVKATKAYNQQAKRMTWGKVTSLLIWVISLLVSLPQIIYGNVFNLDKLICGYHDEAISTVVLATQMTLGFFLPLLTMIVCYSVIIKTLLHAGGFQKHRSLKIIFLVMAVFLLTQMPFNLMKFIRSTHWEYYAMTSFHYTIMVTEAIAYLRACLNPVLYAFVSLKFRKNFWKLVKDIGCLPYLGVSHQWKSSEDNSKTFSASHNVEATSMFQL
# * marks the source's active call; other numbers are inactive results. An excerpt. The share of hits here may be higher or lower than overall.
SMILES,MPTP inh,EBI2 block,CXCR6 block
CC(=O)N(C)C[C@H]1Oc2cc(Br)ccc2S(=O)(=O)N([C@H](C)CO)C[C@@H]1C,0.1,-5,-1
CC(C)(C)c1ccc(CC(=O)N2CCC2(C)C(=O)NCc2cccc3ccccc23)cc1 (stereo not drawn),1.4,4,7
Cc1ccc(-c2cnc3c(c2)C(=O)N([C@H](C)CO)C[C@@H](C)[C@@H](CN(C)C(=O)Cc2ccccc2)O3)cc1,-0.6,3,-4
O=Nc1c(O)cc(O)c2ccccc12,-2.2,-8,-6
Cc1cc(S(=O)(=O)Nc2ncnc3sccc23)ccc1F,-0.8,4,9
c1ccc(COc2ccc(-c3cc4nc(NCCN5CCOCC5)ccn4n3)cc2)cc1,2.0,0,0
O=C(NCc1cccs1)c1ccc(CS(=O)Cc2ccc(Cl)cc2)o1 (stereo not drawn),-1.2,10,9
C[C@@H]1CCCCO[C@@H](CN(C)C(=O)Cc2ccccc2)[C@@H](C)CN([C@H](C)CO)C(=O)c2cc(N(C)C)ccc2O1,-0.1,-10,-5
CCOc1ccccc1N1CCN(CC(=O)N(C)CC(=O)Nc2ccccc2CC)CC1,0.3,-1,-4
COc1ccc(C2CC(c3cccc(OC)c3)=NN2c2ccc(S(N)(=O)=O)cc2)cc1 (stereo not drawn),-1.0,12,7
CC1CCCC(NC(=O)CCCCCn2c(=S)[nH]c3ccsc3c2=O)C1C (stereo not drawn),-0.3,-1,2
Cn1ccc2c(-c3ccc(C(C)(C)C)cc3)cc3c(c21)C1CCC3O1 (stereo not drawn),2.6,12,4
CSc1ccc(NC(=O)NN(c2ccccc2)C2CCS(=O)(=O)C2)cc1 (stereo not drawn),0.1,-13,9
COc1ccc(CN2C(=O)c3ccccc3C2c2nnnn2-c2ccc3c(c2)OCCO3)cc1OC (stereo not drawn),0.1,-6,-2
O=C1NC(Cc2ccc(O)cc2)c2nc3ccc(F)cc3c(=O)n2-c2cc3ccccc3cc21 (stereo not drawn),0.0,-11,-2
COc1cccc(C(C)(O)c2nc(-c3cccc(C(F)(F)F)c3)cs2)c1 (stereo not drawn),16,-4,-4
COc1ccc(C(O)c2nc(-c3ccoc3)cs2)cc1 (stereo not drawn),-2.8,-5,0
CC(=O)N1C[C@H]2CON(C)[C@H]2C[C@H]1c1ccc(-c2cccnc2)cc1,-1.5,0,-2
COc1ccc(CN2CCNC(=O)C2CC(=O)N(C)C2CCOCC2)cc1OC (stereo not drawn),-0.3,5,-6
O=C(NC(c1ccc(Cl)cc1)c1ccsc1)C1CCN(Cc2cccc(Cl)c2)CC1 (stereo not drawn),2.3,9,5
CCOC(=O)C1(C)CCCN1C(=O)c1ccccc1OC (stereo not drawn),1.6,-11,3
COc1ccccc1-c1cnc(C(O)c2ccc(CN3CCCC3)cc2)[nH]1 (stereo not drawn),0.2,-5,3
COc1cccc(C#CC2=CC(=O)C[C@H](c3ccc(F)cc3)C2)c1,0.6,26,7
Cn1nccc1-c1ccc(C(=O)NCc2ccc(Cl)cc2)c2occc12,0.2,11,-15
CNc1ncnc2c1ncn2[C@H]1CN(Cc2ccc(F)cc2)C[C@@H](CO)O1,-0.3,4,1
# Further records follow.
SMILES,MPTP inh,EBI2 block,CXCR6 block
Cc1cnc(C2OCCO2)c2cccc([N+](=O)[O-])c12,-0.7,-10,-14
Cc1ccccc1-c1cnc(C(O)c2cc(Cl)cc(Cl)c2)[nH]1 (stereo not drawn),16,16,-13
CN(C)C1CN(Cc2cn(Cc3ccc(F)cc3)nn2)S(=O)(=O)C1 (stereo not drawn),0.5,-5,-3
C[C@@H]1CN([C@H](C)CO)C(=O)CCCn2nncc2CO[C@H]1CN(C)Cc1cccc(C(=O)O)c1,-1.0,3,-7
CCN(CC)C(=O)c1cccc(-c2csc(C(C)(O)c3ccccc3)n2)c1 (stereo not drawn),1.1,9,-2
CC1(C(=O)NS(=O)(=O)c2ccccc2)CCN1C(=O)C1(c2ccc(Cl)cc2)CC1 (stereo not drawn),0.7,-10,10
CC1(C)OC(=O)C2=C(C[C@@H](C3CCCCC3)O[C@@H]2c2ccc(F)cc2)O1,-0.9,12,0
CCCS(=O)(=O)NC(=O)C1(C)CCN(C(=O)Cc2cccc(OC)c2)C1 (stereo not drawn),-0.4,-3,-2
O=C(NCC(c1ccco1)N1CCN(c2ccccc2)CC1)C1CCCCC1 (stereo not drawn),-0.2,6,2
CCCNC(=O)C1(C)CCCN(CCOc2ccccc2)C1 (stereo not drawn),-0.1,0,6
CCOC(=O)[C@]12CCCC=C1N(Cc1ccc(Cl)cc1Cl)C(=O)[C@H](CC(=O)NCC1CCCCC1)C2,-2.6,3,5
COc1ccc(C(O)c2ncc(-c3ccccc3)[nH]2)c(OC)c1 (stereo not drawn),0.1,-4,-6
COc1ccc(CNC(=O)COC(=O)c2cc(C)oc2C)cc1,1.6,-7,6
O=C(Nc1ccc(F)c(Cl)c1)c1cc(C2CCCN(S(=O)(=O)c3cccc4cccnc34)C2)on1 (stereo not drawn),0.6,-3,-2
C[C@H]1CN([C@@H](C)CO)C(=O)CCCn2nncc2CO[C@@H]1CN(C)Cc1cccc2c1OCCCO2,-1.6,-10,6
CCN(c1ccccc1)S(=O)(=O)c1ccc(Cl)c(NC(=O)CSc2nc(N)cc(=O)[nH]2)c1,-0.1,3,8
COc1ccc(CN2CCC2(C)C(=O)NCCNC(C)=O)c2ccccc12 (stereo not drawn),-0.4,-5,7
Cc1ccc(S(=O)(=O)N2C[C@H]3[C@H]4C(=O)N(c5ccccc5)C(=O)[C@H]4C[C@H](OC(=O)Nc4cccs4)[C@@]3(O)C2)cc1,1.1,-6,11
CCCNC(=O)C1(C)CCN(Cc2csc3ccccc23)C1 (stereo not drawn),-0.5,3,4
Cc1ccc(C(=O)OCC(=O)Nc2cccc(Br)c2)s1,-2.0,-15,-4
COc1cc(C(O)c2nc(-c3ccc(F)c(Cl)c3)cs2)ccc1F (stereo not drawn),2.1,1,-5
Nc1nc(-c2ccccc2)nc2nonc12,-0.6,-9,7
CC(C)C[C@H]1CN(CCCC[C@@H]2CNC(=O)C(=O)N2CCc2ccccc2)C(=O)C(=O)N1CCC1CCCCC1,-1.1,1,3
NC(Cc1ccccc1)c1csc(Nc2nccc(C(F)(F)F)n2)n1 (stereo not drawn),2.0,-1,-3
Fc1ccc(Nc2nc(NCc3cccs3)nc3ccsc23)cc1,2.9,-6,-4

# Entries from the list above that have two or more sulfur atoms:
SMILES,MPTP inh,EBI2 block,CXCR6 block
Cc1cc(S(=O)(=O)Nc2ncnc3sccc23)ccc1F,-0.8,4,9
O=C(NCc1cccs1)c1ccc(CS(=O)Cc2ccc(Cl)cc2)o1 (stereo not drawn),-1.2,10,9
CC1CCCC(NC(=O)CCCCCn2c(=S)[nH]c3ccsc3c2=O)C1C (stereo not drawn),-0.3,-1,2
CSc1ccc(NC(=O)NN(c2ccccc2)C2CCS(=O)(=O)C2)cc1 (stereo not drawn),0.1,-13,9
CCN(c1ccccc1)S(=O)(=O)c1ccc(Cl)c(NC(=O)CSc2nc(N)cc(=O)[nH]2)c1,-0.1,3,8
Cc1ccc(S(=O)(=O)N2C[C@H]3[C@H]4C(=O)N(c5ccccc5)C(=O)[C@H]4C[C@H](OC(=O)Nc4cccs4)[C@@]3(O)C2)cc1,1.1,-6,11
Fc1ccc(Nc2nc(NCc3cccs3)nc3ccsc23)cc1,2.9,-6,-4

# More results
SMILES,MPTP inh,EBI2 block,CXCR6 block
CC1=C(C(=O)N(C(C)C)C(C)C)CC(CC(=O)NC2CCCCC2)C(=O)N1Cc1ccc(C(C)(C)C)cc1 (stereo not drawn),-3.4,-4,19
Cc1nccn1CC(=O)c1ccccc1,-0.9,-25,0
C(=NNc1nnn(Cc2ccccc2)n1)c1ccccc1,-0.4,1,-1
Cc1cccc(S(=O)(=O)NC(=O)C2(C)CCN2C(=O)c2cccc(F)c2)c1 (stereo not drawn),-0.3,-8,-5
COc1ccc(CNC(=O)C2CCN(S(=O)(=O)N3CCC(C)CC3)CC2)c(OC)c1,0.5,7,0
CCC(=O)N1Cc2cc(C(=O)NCCOC)nc(-c3cccc(-c4ccc(C#N)cc4)c3)c2[C@H]1CCO,-1.0,9,-4
Cc1ccc(S(=O)(=O)N2CCC(=O)N([C@H](COCc3ccc(C(F)(F)F)cc3)C(C)C)CC2)cc1,0.3,16,11
CSc1ccc(CN2CCC(C)(Oc3cccc(Cl)c3)C2)cc1 (stereo not drawn),7.2,-1,-2
COc1ccc(-c2cnc(C(O)c3ccccc3)[nH]2)cc1 (stereo not drawn),-0.3,-4,-1
COc1cc(OC)nc(Nc2nc(C(N)Cc3ccc(C(F)(F)F)cc3)cs2)n1 (stereo not drawn),8.5,4,-10
CN(C)c1ccc(C=Cc2ccnc3c(O)cccc23)cc1,4.2,0,13
CN(CC(=O)Nc1ccc(F)c(F)c1F)C(=O)C1(c2ccccc2)CC1,0.1,-4,-6
Cc1ccc(NC(=O)C2(C)CCN2C2Cc3ccccc3C2)cc1 (stereo not drawn),0.6,0,0
CCOC(=O)C1=CCN(S(=O)(=O)c2ccccc2F)C1c1cccc(C)c1 (stereo not drawn),0.6,-16,2
COc1ccc(NC(=O)c2cc(-c3ccc(F)cc3OC)n[nH]2)c(C)c1,0.8,5,3
O=C(Cn1cc(F)c(=O)[nH]c1=O)c1ccco1,0.6,-1,-2
CCOC(=O)N(C)c1c(CC)nc2c(OCc3cccc(Cl)c3)cccn12,0.0,12,3
O=C(Nc1ccccc1)OCCc1ccccc1,-0.2,-3,5
O=C(NCCOc1ccccc1)c1ccccc1F,1.1,-4,10
OC[C@@H]1CN(Cc2ccco2)C[C@H](n2cnc3c(N4CCOCC4)ncnc32)O1,1.5,-12,0
CCOC(=O)C1(CCOC)CCCCC1=O (stereo not drawn),1.3,-6,0
CCCNC(=O)C1(C)CCN(Cc2cccc(OC(=O)c3ccccc3)c2)C1 (stereo not drawn),0.8,-2,3
CNc1cc(-c2cccc(N(C)C)c2)ncn1,-0.7,5,-21
COC(=O)c1cc(Cl)ccc1NCC(N)c1ccccc1 (stereo not drawn),8.5,0,3
CCN1C(=O)[C@@H]2[C@@H]3CN(S(=O)(=O)c4ccc(C)cc4)[C@@H](c4ccccc4Cl)[C@@H]3C(=O)C[C@@H]2C1=O,0.0,-8,-12

# Ordered by the number under EBI2 block (lowest first): 3 from the list above
mol	MPTP inh	EBI2 block	CXCR6 block
OC[C@@H]1CN(Cc2ccco2)C[C@H](n2cnc3c(N4CCOCC4)ncnc32)O1	1.5	-12	0
CCCNC(=O)C1(C)CCN(Cc2cccc(OC(=O)c3ccccc3)c2)C1 (stereo not drawn)	0.8	-2	3
C(=NNc1nnn(Cc2ccccc2)n1)c1ccccc1	-0.4	1	-1

# Additional results follow:
SMILES,MPTP inh,EBI2 block,CXCR6 block
CCc1nc2ccc(C(=O)NCc3ccccc3OC)cn2c1N(CC)Cc1cccc(Br)c1,0.6,22,23
CCC(=O)N(C)C[C@H]1Oc2cc(-c3ccccc3F)ccc2S(=O)(=O)N([C@H](C)CO)C[C@H]1C,0.8,-1,4
CN(C)CCNc1ncnc2c1ncn2[C@H]1CN(Cc2cccs2)C[C@@H](CO)O1,-0.3,-4,0
CC(C)CC(N)c1csc(Nc2ccc(C(=O)NCCO)cc2)n1 (stereo not drawn),0.9,-3,4
COc1ccc(C(=O)c2[nH]c(N)c(C(=O)NCCc3c[nH]c4ccccc34)c2-c2ccc(Br)cc2)cc1,1.7,12,10
COc1ccc(NC(=O)C[C@H]2C(=O)N(c3ccc(OC)cc3)C[C@@H]2CSC)cc1,-0.2,11,1
COCOCCn1cc(CN2CCS(=O)(=O)N(Cc3ccc(-c4ccccc4)cc3)C(C(C)C)C2=O)nn1 (stereo not drawn),-0.1,2,6
CN(Cc1ccc(Cl)c(Cl)c1)C(=O)c1[nH]c(C(F)(F)F)nc1-c1ccccc1,9.0,16,-6
O=C(OCc1cn([C@H]2CN(C(=O)C3CCCCC3)[C@@H](c3ccc(Cl)cc3)C[C@@H]2O)nn1)c1ccccc1,2.6,5,-4
CCCc1c(-c2cccc(F)c2)ncn1CCc1ccccc1OC,-1.2,25,3
COc1ccc(Cc2c(-c3ccco3)nc3c(C)cc(Br)cn23)c(C)c1,-2.3,3,-4
CCc1c(C)c(C#N)c2nc3ccccc3n2c1NCCCN(C)C,-0.7,-19,2
O=c1c2ccccc2c2ccccc2c(=O)n1Cc1ccc2c(c1)OCO2,-0.8,9,-2
CNc1nc(NCc2cccc(OC)c2)c2sccc2n1,2.3,0,-9
CCOC(=O)C1=CCN(S(=O)(=O)c2ccccc2C)C1c1ccc(F)cc1 (stereo not drawn),0.3,9,7
CCC1Cc2[nH]c(=S)[nH]c(=O)c2C(c2ccc(F)cc2)O1 (stereo not drawn),-1.6,-12,-8
NC(c1csc(Nc2ccccn2)n1)c1ccccc1Cl (stereo not drawn),-0.1,-7,2
C[C@@H]1CCCCO[C@@H](CN(C)C(=O)CCCN(C)C)[C@@H](C)CN([C@H](C)CO)C(=O)c2cc(N(C)C)ccc2O1,-2.4,-7,5
O=C(Nc1nnc([C@@H]2C[C@H](O)[C@@H](CO)O2)s1)c1cccc(Oc2ccccc2)c1,-0.5,5,2
O=S1(=O)CC(N2CCN(CC3CC3)CC2)CN1CCc1ccccc1 (stereo not drawn),1.0,10,4
COc1ccccc1-c1csc(C(O)(c2ccccc2)C(F)(F)F)n1 (stereo not drawn),0.9,8,-8
Cc1ccc(OC(C)C(=O)N2CCc3ccccc32)c([N+](=O)[O-])n1 (stereo not drawn),-1.2,3,-1
